Source: PubChem (National Center for Advancing Translational Sciences (NCATS))
Mito fusion yeast: mitochondrial division inhibition or fusion activation; hit rate 0.23% among 320,000; S. cerevisiae fusion-defective mutant growth rescue, CellTiterGlo 48 h; AID 485298; Potency, µM (top dose mostly 46.1 µM), for inactives: top-dose growth rescue (activation), actives largely listed as activators;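 further: potency means the concentration at half of the fitted maximal effect; % of control where 0% means no effect; nearly all actives have a fitted effect of over 45% in size; temperature-sensitive fusion mutants such as fzo1-1 at 37 °C on non-fermentable ethanol glycerol medium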
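Temperature-sensitive fusion-defective S. cerevisiae (e.g. fzo1-1, mgm1-5) were grown with compound in YPEG medium (3% ethanol, 3% glycerol) for 48 hours at 37C. Growth rescue was measured as viability by CellTiterGlo luminescence after 10 minutes at ambient.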
TSHR antagonist: blocks TSH signaling through the human TSH receptor; P16473; TSHR-expressing cells, TSH-stimulated cAMP HTRF, 2 h; hits give low values; activity change, negative = inhibition, % at 11.5 µM; hit rate 0.2% among 330,000;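 active means activity change below a set negative limit, meaning inhibition stronger than a set level, cut at about -70% in these data; inconclusive means activity change between two set negative limits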; further: on the % scale 0 is the no-effect control and ±100 the full control effect
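Inhibition of cAMP made by TSHR-expressing cells under TSH stimulation (4nM final, EC80; 2 h, 37 deg C) is quantified with a one-step lysis HTRF kit, anti-cAMP cryptate versus cAMP-d2.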
MBNL1-CUG inh: blocks human MBNL1 binding to CUG repeat RNA | Q9NR56 | TR-FRET MBNL1-His/biotin-(CUG)12 binding, 665/545 ratio | Potency, µM (series often up to 57.5 µM), for the others: at the highest dose activity change, negative = inhibition, hits mostly inhibitors | hit rate 0.036% among 280,000 | AID 2675; active means well fitted inhibition curve with a large enough effect in the signal ratio, with a control signal flat, not every such curve was filed as active; inconclusive means small, poorly fitted or top-dose-only effect, or effect the other way, or a change in a side signal; inactive means no such curve, though single readings can be large or run the other way; the % refers to the signal ratio; further: potency means the concentration at half of the fitted maximal effect; on the % scale 0 is the no-effect control and ±100 the full control effect
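TR-FRET readout: Ex 340 nm, 665/545 nm emission ratio, normalized to buffer-only (basal) and MBNL1-(CUG)12 controls. Complex of MBNL1-His with Biotin-(CUG)12, compounds 92 nM–58 uM, incubated 60 min at room temperature.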
ASM inhibitor: blocks human secretory acid sphingomyelinase. P17405. placental ASM, HMU-PC fluorogenic substrate, 60 min. Potency, µM (highest dose often 57.5 µM), for the others: at the top dose activity change, negative = inhibition, hits mostly inhibitors. hit rate 0.006% among 340,000. AID 504937; further: potency means the concentration at half of the fitted maximal effect
Target sequence (P17405 47-631 limits assumed): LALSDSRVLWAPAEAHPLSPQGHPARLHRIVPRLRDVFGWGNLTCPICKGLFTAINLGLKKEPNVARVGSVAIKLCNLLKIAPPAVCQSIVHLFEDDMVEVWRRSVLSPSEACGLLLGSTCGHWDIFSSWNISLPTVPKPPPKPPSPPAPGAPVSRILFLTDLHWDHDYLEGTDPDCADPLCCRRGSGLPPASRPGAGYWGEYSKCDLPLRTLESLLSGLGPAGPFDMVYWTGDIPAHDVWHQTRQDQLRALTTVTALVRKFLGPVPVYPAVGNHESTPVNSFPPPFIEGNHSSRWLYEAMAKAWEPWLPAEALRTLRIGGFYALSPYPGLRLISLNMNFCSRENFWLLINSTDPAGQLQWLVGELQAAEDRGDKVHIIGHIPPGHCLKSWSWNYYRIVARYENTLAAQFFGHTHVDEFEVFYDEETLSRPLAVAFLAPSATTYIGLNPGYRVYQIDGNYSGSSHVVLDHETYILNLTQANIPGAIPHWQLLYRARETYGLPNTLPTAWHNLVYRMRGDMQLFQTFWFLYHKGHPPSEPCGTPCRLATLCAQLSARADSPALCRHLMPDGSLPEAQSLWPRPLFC
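qHTS format. ASM enzyme prepared from human placenta hydrolyses the fluorogenic substrate HMU-PC0 (9 uM final) over 60 min at 37 °C after a 10 min compound preincubation.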
TCR act: activates T cell receptor signaling; primary human leukocytes, anti-CD3, IL-2 HTRF, 48 h; Potency, µM (titrated, usually from 9.22 µM), without a hit: top-dose activation of IL-2 secretion, actives largely listed as activators; 330,000 tested, under 10 active; AID 504894; further: % of control where 0% means no effect
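48 hr co-incubation of compounds, a-CD3 beads and primary human leukocytes; IL-2 quantified homogeneously by HTRF with anti-IL-2 K and d2 conjugates.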
A-T KAP1 phos: potential ataxia-telangiectasia treatments restoring KAP-1 phosphorylation | […] A-T fibroblasts, KAP-1 phosphorylation AlphaLISA; neocarzinostatin DNA damage 30 min before lysis | Potency, µM (titrated, usually from 57.5 µM), inactives show at the top dose activation, most hits filed as activators | hit rate 0.19% among 320,000; further: potency means the concentration at half of the fitted maximal effect; % of control where 0% means no effect; nearly all actives have a fitted effect of over 45% in size
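ATM-like activity read as KAP-1 phosphorylation via AlphaLISA donor/acceptor antibody pairs after lysis and 6 hr at 25C. Cells were ATM-null patient fibroblasts ([…], hTERT), dosed 60 min, then exposed to the DSB inducer NCS for 30 min.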
PTAP TSG101 blk: blocks PTAP/TSG101 interaction to inhibit HIV-1 budding. Potency, µM (doses to about 115 µM), without a hit: at the top dose activity change, negative = inhibition, actives largely listed as inhibitors. 340,000 tested, under 10 active. Fluorescence polarization, FITC-PTAP peptide / Tsg101 binding. AID 493005; active means well fitted inhibition curve with a large enough effect in the main read-out, with a control signal flat, not every such curve was filed as active; inconclusive means small, poorly fitted or top-dose-only effect, or effect the other way, or a change in a side signal; inactive means no such curve, though single readings can be large or run the other way; further: potency means the concentration at half of the fitted maximal effect; % of control where 0% means no effect
Target sequence (Q99816 whole entry, looked up): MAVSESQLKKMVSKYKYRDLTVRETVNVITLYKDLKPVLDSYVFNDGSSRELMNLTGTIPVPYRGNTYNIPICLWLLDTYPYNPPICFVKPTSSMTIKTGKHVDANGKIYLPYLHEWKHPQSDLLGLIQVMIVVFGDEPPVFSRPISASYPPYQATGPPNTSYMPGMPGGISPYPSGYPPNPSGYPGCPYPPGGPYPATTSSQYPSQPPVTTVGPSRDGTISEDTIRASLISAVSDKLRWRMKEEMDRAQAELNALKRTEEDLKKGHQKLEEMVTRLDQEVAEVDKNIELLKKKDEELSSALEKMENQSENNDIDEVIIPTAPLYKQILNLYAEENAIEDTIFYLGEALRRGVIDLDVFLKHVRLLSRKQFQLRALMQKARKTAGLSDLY
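Steps: Tsg101 binding domain dispensed (10 uM final), compounds pinned in DMSO, FITC-labeled PTAP-motif peptide added (50 nM final); after 20 min binding at room temperature, polarization measured.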
Integrin act MD: activates integrin-mediated alleviation for muscular dystrophy. alpha7betagal myoblasts, beta-gal FDG fluorescence, 48 h. Potency, µM (doses to about 38.3 µM), inactives show top-dose activation, usual class: activators. hit rate 0.064% among 350,000;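 further: potency means the concentration at half of the fitted maximal effect; 100% = response of the positive control SU9516; nearly all actives have a fitted effect of over 60% in size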
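alpha7betagal+/- myoblasts (passage 13, 250/well) treated 48 h at 37C with compounds at 1:260 dilution of DMSO stock. Lysed, then beta-galactosidase activity read as FDG fluorescence (ex 480/em 540) after 30 min, with pre-read for autofluorescence.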
CXXC DNA block: inhibitors of human MLL CXXC domain-DNA interaction; Q03164; MLL-CXXC / FITC-HOXA9 DNA fluorescence polarization; Potency, µM (titrated, usually from 115 µM), for inactives: top-dose activity change, negative = inhibition, hits mostly inhibitors; hit rate 0.037% among 290,000; AID 2662; active means well fitted inhibition curve with a large enough effect in the polarisation, with a control signal flat, not every such curve was filed as active; inconclusive means small, poorly fitted or top-dose-only effect, or effect the other way, or a change in a side signal; inactive means no such curve, though single readings can be large or run the other way; the % refers to the polarisation; further: potency means the concentration at half of the fitted maximal effect
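Fluorescence polarization: 7 uM MLL-CXXC (stock) preincubated 5 min with compounds, then 50 nM fluorescein-HOX-A9 DNA (stock) added; 30 min ambient. Buffer 50 mM Tris-HCl pH 7.5, 50 mM NaCl, 1 mM DTT, 0.05% BSA.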
Menin-MLL TR inh: inhibitors of human menin-MLL interaction, mutant MLL peptide | O00255 | Menin + Texas Red MLL mutant peptide, fluorescence polarization | Potency, µM (titrated, usually from 61.6 µM), for inactives: at the top dose FP activity change, negative = inhibition, hits mostly inhibitors | hit rate 0.23% among 270,000 | AID 1768; active means well fitted inhibition curve with a large enough effect in the polarisation, with a control signal flat, not every such curve was filed as active; inconclusive means small, poorly fitted or top-dose-only effect, or effect the other way, or a change in a side signal; inactive means no such curve, though single readings can be large or run the other way; the % refers to the polarisation; further: potency means the concentration at half of the fitted maximal effect; % of control where 0% means no effect; many of its hits are not listed in these tables
An asterisk follows results filed as active; ? = inconclusive; . = no result given; [ ] = remark or other dose. Unless noted, the call rests on the fitted dose curve; in most records, active means well fitted curve in the direction sought with a large enough effect; inconclusive means small, poorly fitted or top-dose-only effect, or another doubt; inactive means no such curve, though single readings can be large; an effect the other way counts as inactive or inconclusive.

SMILES	Mito fusion yeast	TSHR antagonist	MBNL1-CUG inh	ASM inhibitor	TCR act	A-T KAP1 phos	PTAP TSG101 blk	Integrin act MD	CXXC DNA block	Menin-MLL TR inh
CCN(CC)S(=O)(=O)c1cccc(C(=O)NC(C(=O)NC2=NCCS2)C(C)C)c1 (stereo not drawn)	5.8%	-4.8	-0.9%	5.2%	5.9%	-3.2%	-14.0%	1.2%	-1.6%	4.5%
Cc1ccc(NC(=O)COc2cccc(C)c2C)cc1S(=O)(=O)N1CCCCCC1	23.3%	1.7	.	-4.6%	0.6%	2.3%	-10.3%	-21.3%	.	.
CCOC(=O)C1(CC2CCCCO2)CCN(Cc2nc(C(C)C)cs2)CC1 (stereo not drawn)	3.3%	-6.3	-9.5%	-2.4%	1.2%	-1.7%	-2.3%	-17.9%	-4.1%	?
Cc1cc(S(=O)(=O)NC2CC(C)(C)NC(C)(C)C2)c(Cl)cc1Cl	1.2%	2.6	-3.0%	-2.6%	.	-2.9%	1.6%	-23.1%	15.6%	-12.6%
Cc1ccccc1NS(=O)(=O)c1cc(OCC(N)=O)c(C)cc1Cl	2.9%	12.2	8.9%	1.7%	13.9%	-0.5%	-1.1%	0.0%	0.2%	16.2%
COc1cc2c(=O)n(Cc3ccccc3)c(=O)n(CC(=O)NCc3ccco3)c2cc1OC	-1.0%	2.4	-3.6%	-3.0%	-11.5%	6.3%	1.6%	-10.7%	17.1%	-11.1%
O=[N+]([O-])c1cccnc1N1CCOCC1	0.0%	-8.5	?	-2.7%	.	-8.6%	-2.9%	31.1%[7.66 µM]	-9.4%	-7.3%
CCCCSc1nc2c(cnn2-c2ccc(F)cc2)c(=O)[nH]1	6.3%	3.4	15.7%	-0.2%	-5.3%	4.9%	1.0%	-17.5%	-5.1%	-3.8%
O=C(Nc1ccc(Oc2ccccc2)nc1)C1CCCCN1Cc1ccco1 (stereo not drawn)	-0.8%	-7.2	-0.8%	-2.4%	-10.1%	15.2%	-7.6%	0.4%	-2.3%	.
COC(=O)Cc1cc(=O)n2[nH]cnc2n1	0.1%	27.8	-15.4%	1.3%	0.8%	-6.4%	1.7%	-3.2%	-7.9%	-21.9%
O=C(NCc1ccco1)c1ccc2c(c1)N(Cc1ccc(Cl)cc1)CCS2	3.1%	4.3	5.6%	493.6%[activator]	-11.5%	4.5%	0.9%	10.2%	0.5%	.
Cc1cc(=O)oc2c(C)c(OCC(=O)N(C)C)ccc12	-0.4%	3.7	1.8%	1.7%	-2.3%	3.9%	-1.6%	-17.6%	-2.5%	10.5%
CCN(CC)C(=O)Cn1cc(C(=O)C(=O)N2CC=C(c3ccccc3)CC2)c2ccccc21	1.2%	3.0	0.6%	-1.9%	10.4%	3.1%	-3.2%	2.4%	16.8%	-3.6%
O=[N+]([O-])c1cc([N+](=O)[O-])c2nonc2c1Nc1ccc(O)cc1	0.7%	-13.9	?	-6.6%	.	3.1%	-4.4%	-61.6%[inhibitor]	-27.4%	?
Cc1ccccc1NC(=S)NC(NC(=O)C(C)(C)C)C(Cl)(Cl)Cl (stereo not drawn)	0.3%	-5.6	6.3%	0.6%	4.5%	2.3%	-4.8%	12.7%	-12.0%	5.8%
Cn1nccc1C(=O)OCC(=O)Nc1ccc(S(N)(=O)=O)cc1	-1.9%	-6.4	-2.6%	5.0%	-2.5%	-3.7%	0.2%	-13.5%	13.4%	11.7%
Cc1nc(CS(=O)(=O)c2ccccc2)cc(Sc2ccccc2Cl)n1	10.1%	3.3	-0.9%	1.1%	-1.8%	-5.0%	0.0%	-23.4%	0.7%	-8.4%
Cc1cc(C)c2c(=O)n(-c3ccccc3)[nH]c2n1	0.3%	6.1	?	-0.4%	-3.0%	-17.7%	-4.9%	-36.1%	3.6%	9.5%
O=C(O)CSCc1nc2ccccc2s1	-5.8%	6.7	-8.5%	3.8%	0.3%	4.6%	-6.0%	-23.0%	4.5%	10.9%
COc1cccc(CN(C(=O)c2cc3ccccc3oc2=O)C2CCS(=O)(=O)C2)c1 (stereo not drawn)	-2.9%	4.5	6.7%	-0.1%	-10.5%	8.9%	-2.8%	10.3%	19.4%	?
CS(=O)(=O)c1sc2nc(-c3ccccc3)cc(-c3ccccc3)c2c1N	?	-6.4	22.7%	105.4%[activator]	0.8%	-0.9%	0.4%	19.9%	9.7%	-19.2%
COCCN(C(=O)COC(=O)c1ccc2[nH]c(C)c(C)c2c1)c1c(N)n(Cc2ccccc2)c(=O)[nH]c1=O	-2.5%	5.7	.	10.7%	6.0%	2.8%	-0.1%	20.3%	.	.
CC(=O)CC(=O)Nc1cccc2c1CCCC2	-12.5%	3.6	-1.6%	5.4%	-6.3%	.	-6.0%	1.8%	-4.5%	-4.9%
O=C(Nc1ccc(F)cc1F)N1CCN(C/C=C/c2ccccc2)CC1	-0.5%	2.0	2.1%	2.0%	3.6%	-6.1%	-2.5%	-24.7%	-2.4%	2.5%
COC(=O)CSc1nc2c(c(=O)[nH]c(=O)n2C)n1CCC(C)C	-0.3%	-4.9	-5.0%	0.3%	5.8%[46.1 µM]	-1.2%	-6.4%	-16.2%	6.3%	0.0%
COc1ccc(O)c(/C=N/NC(=O)CSc2nnc(C)n2-c2ccccc2)c1	-0.1%	-1.7	9.8%	-0.1%	6.4%	-2.7%	0.3%	-0.2%	10.8%	-9.7%
CCOC(=O)C1(Cc2cccc(OC)c2)CCCN(C(=O)c2cc(C)on2)C1 (stereo not drawn)	-1.7%	-0.7	-1.2%	2.4%	-28.9%	1.2%	.	-0.6%	2.4%	.
Clc1cccc(N2CCN(CCNc3nc4ccccc4n4cnnc34)CC2)c1	1.2%	-3.0	-0.3%	-5.9%	0.7%	-0.6%	-4.4%	-17.0%	38.4%[activator]	8.0%
Cc1cccc2[nH]c3c(N4CC=C(c5ccc(F)cc5)CC4)ncnc3c12	18.7%	-16.4	.	?	4.4%	-5.8%	-2.3%	-14.2%	12.3%	.
Cc1csc(NC(=O)CSc2nc(=O)n(CCN(C)C)c3c2CCCC3)n1	-8.2%	1.3	.	3.5%	-4.4%	-0.6%	-2.7%	-24.9%	.	.
Cc1cccc(C)c1NC(=O)c1c[nH]c2ccccc12	-1.3%	0.7	-4.1%	-1.7%	9.0%	-3.3%	4.1%	-12.4%	-2.9%	18.9%
S=C(c1ccco1)N1CCOCC1	.	.	.	-0.1%	-3.3%	.	0.3%	-3.4%	.	.
CC1CN(C(=S)NC(=O)c2ccccc2)CC(C)O1 (stereo not drawn)	-11.1%	2.4	-4.1%	6.0%	-6.5%	7.0%	-0.6%	0.0%	-5.8%	.
COc1ccc(/C=C/C(=O)N2CCCc3ccccc32)cc1	28.7%	21.6	-4.0%	-2.9%	5.6%[46.1 µM]	.	-0.3%	-11.9%	0.7%	-15.7%
COc1ccc(CN2CCN(Cc3csc(C(C)=O)c3)CC2CCO)c(C)c1C (stereo not drawn)	0.6%	9.7	-5.4%	-1.3%	10.8%	10.4%	-1.0%	20.0%	-2.2%	-7.9%
O=[N+]([O-])c1cccc(-c2nnc(-c3ccccc3)o2)c1	1.6%	7.8	?	-1.0%	.	-4.3%	-0.2%	4.9%	2.4%	14.9%
Cc1ccc(Oc2ncccc2NC(=O)CC2(CC(=O)O)CCCC2)c2c1CCC2	2.3%	-4.2	-13.7%	-0.1%	4.9%	-1.1%	-1.0%	1.4%	-12.6%	.
NS(=O)(=O)c1ccc(Nc2ccc3cc(S(=O)(=O)N4CCCCC4)ccc3n2)cc1	-2.2%	-1.9	107.8%[activator]	-2.9%	-11.4%	-1.5%	-2.4%	2.8%	35.6%[activator]	.
O=C(N/N=C/c1cccs1)c1cncc(Br)c1	-0.8%	11.9	?	0.8%	7.8%	-1.0%	-1.8%	15.4%	6.6%	10.9%
O=C(CCCN1CCOC(c2ccccc2)C1)c1ccc(F)cc1 (stereo not drawn)	-3.9%	33.4	-6.8%	1.0%	-1.9%	7.1%	4.5%	-1.7%	-5.2%	?
Cc1cc(NC(=O)CCN2CCC(C)CC2)ccc1Br	-9.2%	-2.3	8.3%	-3.4%	.	-4.9%	-3.9%	-10.4%	20.7%	-3.6%
COC(=O)Nc1ccc(S(=O)(=O)Nc2ccc(O)cc2)cc1	-5.4%	13.2	7.8%	-0.6%	-2.3%[46.1 µM]	3.6%	-8.6%	?	2.4%	3.4%

Not all compounds are listed, so the mix of outcomes need not match the whole.
